Compound activity deposited in PubChem by National Center for Advancing Translational Sciences (NCATS).
AmpC inh detg – qHTS Inhibitors of AmpC Beta-Lactamase (assay with detergent); Potency, µM (doses to about 114 µM), for inactives: at the top dose activity change, negative = inhibition, actives largely listed as inhibitors; 370,000 tested, 0.041% active; AmpC hydrolysis of nitrocefin, absorbance 480 nm, 0.01% Triton;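 note: potency is the fitted concentration of half-maximal effect; 0% = no-compound wells and -100% = no-enzyme wells; nearly all actives have a fitted effect of over 25% in size; some results filed as inactive show a strong effect at the top dose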
Target sequence (P00811 whole entry, looked up): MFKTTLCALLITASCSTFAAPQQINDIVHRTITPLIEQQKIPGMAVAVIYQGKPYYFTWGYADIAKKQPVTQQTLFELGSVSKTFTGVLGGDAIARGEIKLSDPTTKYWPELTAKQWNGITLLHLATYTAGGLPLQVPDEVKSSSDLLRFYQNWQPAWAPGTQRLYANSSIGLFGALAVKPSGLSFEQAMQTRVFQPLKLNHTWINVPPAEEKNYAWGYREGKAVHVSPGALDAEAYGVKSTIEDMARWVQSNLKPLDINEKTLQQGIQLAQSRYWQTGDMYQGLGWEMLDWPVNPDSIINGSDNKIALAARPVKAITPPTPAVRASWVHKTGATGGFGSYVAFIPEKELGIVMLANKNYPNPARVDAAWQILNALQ
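20 mM phosphate pH 7.0 + 0.01% (detergent screen) or 0.0001% Triton X-100; 5.3 nM AmpC reagent; cpd preinc 15 min RT; nitrocefin (800 uM stock) to start; A480 q20 s × 4 min; Activity was normalised to no-enzyme and no-compound control wells.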
Sm TGR inh – qHTS Assay for the Inhibitors of Schistosoma Mansoni Peroxiredoxins. Schistosoma mansoni thioredoxin glutathione reductase (TGR), Q962Y6. AID 485364, 2010. Potency, µM (top dose mostly 114 µM), for the others: top-dose activity change, negative = inhibition, usual class: inhibitors. purified TGR, DTNB reduction, TNB absorbance 405 nm. 360,000 tested, 3% active; note: potency is the fitted concentration of half-maximal effect; nearly all actives have a fitted effect of over 60% in size
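TGR 20 nM + NADPH 100 uM (dispensed conc.), cpd preinc 15 min RT; start with NADPH (500 uM addition) then DTNB (15 mM addition). Kinetic TNB absorbance, 405 nm filter. Four-parameter Hill fit across titration.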
AmpC inh no detg – qHTS Inhibitors of AmpC Beta-Lactamase (assay without detergent); P00811; Potency, µM (top dose mostly 57.1 µM), without a hit: at the highest dose activity change, negative = inhibition, hits mostly inhibitors; AmpC nitrocefin hydrolysis, absorbance 480 nm, 0.0001% Triton; 330,000 tested, 0.52% active;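 note: potency is the fitted concentration of half-maximal effect; plate controls were no compound for no effect and no enzyme for full effect; nearly all actives have a fitted effect of over 20% in size; some results filed as inactive show a strong effect at the top dose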
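AmpC (5.3 nM in the dispensed reagent) in 20 mM phosphate pH 7.0 with 0.01% (detergent screen) or 0.0001% Triton X-100 was preincubated with compounds for 15 min at room temperature. Nitrocefin was then added from an 800 uM solution, and hydrolysis was followed at 480 nm.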
AMA1 RON2 block – qHTS for Inhibitors of AMA1-RON; Towards Development of Antimalarial Drug Lead: Primary Screen | Plasmodium falciparum AMA1 (3D7) - RON2 peptide interaction | AlphaScreen AMA1-biotinylated RON2 peptide binding | Potency, µM (doses to about 58.2 µM), for the others: at the top dose activity change, negative = inhibition, actives largely listed as inhibitors | 360,000 tested, 0.2% active;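 note: potency is the fitted concentration of half-maximal effect; 0% = vehicle wells and -100% = peptide control; nearly all actives have a fitted effect of over 45% in size; some results filed as inactive show a strong effect at the top dose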
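AMA1 (3D7) with his tag at 25 nM final met compounds first, then biotinylated RON2 peptide at 25 nM; detection used donor plus acceptor beads, 10 µg/mL apiece, read by AlphaScreen after 30 min at room temperature.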
HCMV antiviral – qHTS Assay for inhibitors of the human cytomegalovirus (HCMV); HFF cells, HCMV-luciferase reporter, 72 h; hits give low values; activity change, negative = inhibition, % at 57.5 µM; 410,000 tested, 4.5% active; AID 1259415, 2018; in the data active = activity change below about -60%; inconclusive = no clear call, values can overlap the other calls; inactive = above about -39%
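HFF cells seeded 16 h at 37C, treated with compounds, infected with luciferase-reporter HCMV at MOI 1 PFU/cell; luciferase read at 72 h post infection, normalized to buffer-only and Salinomycin controls.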
Giardia FBPA inh – qHTS Assay for Inhibitors of Fructose-1,6-bisphosphate Aldolase from Giardia Lamblia; A8B2U2; purified Giardia FBPA; Potency, µM (titrated, usually from 59.6 µM), inactives show at the top dose activity, negative = inhibition, usual class: inhibitors; 290,000 tested, 0.71% active; AID 2451, 2010; note: potency is the fitted concentration of half-maximal effect; nearly all actives have a fitted effect of over 55% in size
Target sequence (A8B2U2 whole entry, looked up): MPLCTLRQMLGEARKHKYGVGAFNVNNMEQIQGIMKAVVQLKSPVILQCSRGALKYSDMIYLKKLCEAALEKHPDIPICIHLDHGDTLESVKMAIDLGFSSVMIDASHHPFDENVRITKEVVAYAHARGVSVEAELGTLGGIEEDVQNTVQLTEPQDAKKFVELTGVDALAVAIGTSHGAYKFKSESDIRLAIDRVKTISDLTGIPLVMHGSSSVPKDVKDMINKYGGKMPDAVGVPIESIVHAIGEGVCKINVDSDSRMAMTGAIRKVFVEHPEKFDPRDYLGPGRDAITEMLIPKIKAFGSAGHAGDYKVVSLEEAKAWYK
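40 nM FBPA preincubated 10 min at RT with compound (up to 57.5 uM final), then substrate plus GAPDH/TPI/NAD/arsenate coupling and diaphorase/resazurin added. Fluorescence read after 20 min at RT, 525/598 nm.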
An asterisk follows results filed as active; ? = inconclusive; . = no result given; & = joins results of further samples; [ ] = remark or other dose. Unless noted, calls come from the whole dose curve; as a rule, active = well fitted curve in the direction sought with a large enough effect; inconclusive = small, poorly fitted or top-dose-only effect, or another doubt; inactive = no such curve, though single readings can be large; an effect the other way counts as inactive or inconclusive. Unless noted, % is set by controls: 0 for no effect and ±100 for the full control effect.

compound | AmpC inh detg | Sm TGR inh | AmpC inh no detg | AMA1 RON2 block | HCMV antiviral | Giardia FBPA inh
O=C(Cn1nnc(-c2cccs2)n1)Nc1ccccc1C(F)(F)F | 1% | 6% | -15% | 12% | -36 | 9%
Cc1ccc(NC(=O)C(=O)NCC(c2cccnc2)N2CCN(Cc3ccccc3)CC2)cc1C (stereo not drawn) | 6% | 4% | . | . | -15 | .
Cc1ccsc1/C=C1\SC(N2CCOCC2)=NC1=O | 0% | 3% | -10% | 0% | 4 | 0%
Cc1cc(C(=O)OCC(=O)NCc2ccccc2)c(C)o1 | -1% | -1% | -1% | -7% | 3 | 1%
COc1ccc(CNCC(O)(c2ccccc2)c2ccccc2)cc1 | 2% | 7% | -39% | -2% | 61 | -5%
NC(=O)C1CCN(C(=O)COc2ccc3ccc(=O)oc3c2)CC1 | ? | -7% | 14% | -2% | -25 | -4%
COc1ccc(NC(=O)C2CC(=O)N/C(=N/N=C/c3ccco3)S2)cc1 (stereo not drawn) | -1% | -16% | -32% | 79%[activator] | -9 | 4%
O=C1c2ccccc2C(=O)N1CC(O)CN1CCOCC1 (stereo not drawn) | ? | -12% | -14% | 0% | -33 | 6%
COc1ccc(OCC(=O)OCC(=O)Nc2ccc3[nH]c(=O)[nH]c3c2)cc1 | -13% | 4% | -3% | -20% | -14 | .
CC(NC(=O)c1ccc(N)cc1)c1ccccc1 (stereo not drawn) | 3% | -2% | -30% | -11% | 35 | 1%
CCCCCCN(C(=O)CCCCCN1C(=O)NC(c2ccc(-c3ccccc3)cc2)C(C(=O)OCc2ccccc2)=C1C)C(C(=O)NCCCC)c1ccc(O)c(C(=O)OC)c1 (stereo not drawn) | -8% | 15% | -21% | . | . | 3%&5%
CCc1ccc(NC(=O)N2CCOc3ccc(Cl)cc32)cc1 | 1% | 24% | . | . | 17 | .
Cc1ccc(-c2csc3nc(CN(C)Cc4ccccc4)[nH]c(=O)c23)cc1 | 1% | -7% | -13% | -10% | ? | -1%
O=C(C1CCCN(S(=O)(=O)c2cccc3nonc23)C1)N1CCN(c2ccccc2Cl)CC1 (stereo not drawn) | 6%&-14% | 10%&9% | 33% | -25% | -15&68 | 0%
CCN1CCN(c2ccc(NC(=O)c3ccc(C#N)cc3F)cc2Cl)CC1 | -8% | -11% | -16% | 13% | -15 | -8%
COc1ccccc1OCCNC(=O)CN1C(=O)NC2(CCCCC2)C1=O | -6% | -3% | -16% | -5% | 7 | .
CCOC(=O)N1CCN(C(=O)CS(=O)(=O)Cc2nc(-c3ccccc3C)oc2C)CC1 | ? | -25% | 75%[activator] | -8% | ? | 0%
Cc1cc(=O)[nH]c(N/N=C/c2c(O)n(-c3ccccc3)c(=O)c3ccccc23)n1 | ? | -4% | -22% | 39%[activator] | 88 | -29%
Cc1ccc(CCNC(=O)C2CCCN(c3nnc(C)c4c(C)n(-c5ccccc5)nc34)C2)cc1 (stereo not drawn) | 17% | 1% | . | . | -11 | .
COc1ccc(C(=O)NNC(=O)CSc2nnc(COc3ccc4ccccc4c3)n2C)cc1 | -2% | 7% | 0% | 75%[activator] | -5 | 5%
CCn1c(C)c(P(=O)(N2CCOCC2)N2CCOCC2)c2ccccc21 | 0% | 1% | 3% | 5% | 38 | 4%
COc1cccc(N2CCN(C(=O)C3CCN(S(=O)(=O)c4cccs4)CC3)CC2)c1 | -1% | 3% | 45% | 7% | ? | -4%
COc1ccc2cc(S(=O)(=O)NCCCN3CCOCC3)ccc2c1 | 0% | 4% | 18% | -4% | -26 | 1%
CCn1c(CSc2nc3ccccc3s2)n[nH]c1=S | -13% | 4% | -22% | 48%[activator] | 56 | -1%
COc1cc(-c2nc(Cn3nnc(C(=O)Nc4cc(C)cc(C)c4)c3C)c(C)o2)cc(OC)c1OC | 4% | -1% | . | . | 13 | .
CCc1nnc(NS(=O)(=O)c2ccc(N=Cc3c(C)[nH]n(-c4ccc(C)c(C)c4)c3=O)cc2)s1 | -1% | 0% | 25% | 46%[activator] | 5 | -1%
O=c1[nH]c2cc(Cl)ccc2c(O)c1-c1cccc(Oc2ccccc2)c1 | . | . | . | 14% | ? | 23%&23%
CSc1nnc(C)c(/C=C/Nc2ccc(F)cc2)n1 | -14% | -2% | 34% | -7% | -12 | -15%
COc1ccc(C(=O)Nc2ccc(OCC(F)(F)C(F)F)c(C(F)(F)F)c2)cc1OC | -6% | 0% | 54% | -12% | -99* | -12%
O=C(c1cccc(NC2=NC3CS(=O)(=O)CC3S2)c1)N1CCN(c2cccc(Cl)c2)CC1 (stereo not drawn) | -10% | 2% | 89%[activator] | 2% | -19 | -13%
Cc1ccc2nc(-c3ccc(N4C(=N)SC5CS(=O)(=O)CC54)cc3)sc2c1 (stereo not drawn) | 6% | ? | 54% | 2% | 23 | 0%
Cc1cc(C)cc(NS(=O)(=O)c2ccc3[nH]cc(C(=O)N4CCc5ccccc54)c(=O)c3c2)c1 | -3% | -7% | -25% | -2%[2.32 µM] | 8 | 11%
CCOC(=O)c1ccc2ncc(C(=O)OCC)c(NCc3ccco3)c2c1 | -7% | -29%[11.4 µM] | -8% | 4% | 13 | -16%
O=C(COc1ccc(Br)cc1)Nc1ccc(N2CCOCC2)cc1N1CCOCC1 | -3% | 7% | -18% | 1% | 101 | .
COc1ccc(NC(=O)CCOc2cc(C)ccc2C)cc1S(=O)(=O)N1CCCCC1 | . | . | -20% | -12% | -62* | .
C=CCNC(=O)CSc1nc2scc(-c3ccco3)c2c(=O)n1CC=C | -8% | 40µM* | -18% | 0% | -29 | 0%

Quoted from above (2 entries):
compound | AmpC inh detg | Sm TGR inh | AmpC inh no detg | AMA1 RON2 block | HCMV antiviral | Giardia FBPA inh
O=C(COc1ccc(Br)cc1)Nc1ccc(N2CCOCC2)cc1N1CCOCC1 | -3% | 7% | -18% | 1% | 101 | .
COc1ccc(NC(=O)CCOc2cc(C)ccc2C)cc1S(=O)(=O)N1CCCCC1 | . | . | -20% | -12% | -62* | .

Additional records follow.
compound | AmpC inh detg | Sm TGR inh | AmpC inh no detg | AMA1 RON2 block | HCMV antiviral | Giardia FBPA inh
CCOc1ccc(-n2nc3ccc(NC(=O)COc4ccccc4C)cc3n2)cc1 | -1% | 0% | . | . | -12 | .
CCOc1ccc(C(=O)C(C)=O)c(OCC)c1 | -11% | 5% | -18% | -10% | -20 | -3%
C=CCn1c(=O)/c(=C\c2ccsc2)s/c1=C(/C#N)C(=O)NCCN1CCOCC1 | -5% | -25% | -1% | -6% | . | -18%
O=C(c1cc2ccccc2oc1=O)N(Cc1cccs1)C1CCS(=O)(=O)C1 (stereo not drawn) | -6% | -6% | -13% | -8% | -9 | 4%
CCOC(=O)C1CCN(C(=O)CCc2nnc3ccc(N4CCN(C)CC4)nn23)CC1 | 4% | 0% | -11% | 8% | -26 | 4%
CCOc1cc(/C=N/NC(=O)c2ccncc2)ccc1OC(=O)c1ccc([N+](=O)[O-])cc1 | ? | 0% | 17% | -11% | -20 | 2%
CN(Cc1c(F)cccc1Cl)C(=O)c1cnc2ccccc2n1 | ? | 5% | -7% | 5% | 9 | -12%
Cc1ccc(S(=O)(=O)CCC(=O)Nc2nnc(-c3ccccc3S(C)(=O)=O)o2)cc1 | -3% | -32% | -10% | 65%[activator] | -11 | .
CC1CCc2nc(NC(=O)CN3CCN(c4ccc(F)cc4)CC3)sc2C1 (stereo not drawn) | -4% | -3% | 49% | -7% | -3 | 1%
COc1ccc(CCNS(=O)(=O)c2ccc(OC)c(OC)c2)cc1OC | ? | -11% | 1% | 6% | 30 | 7%
CCOc1ccc(Nc2oc(/C=C/c3cccc(OC)c3)nc2C#N)cc1 | -7% | 0% | . | . | 20 | .
Cc1sc(NC(=O)Cn2nc(C(F)(F)F)cc2C)c(C(=O)OC(C)C)c1C | ? | 12% | -26% | 0% | 19 | -1%
CCCCCC[n+]1c(-c2ccccc2)csc1Nc1ccccc1 | 5% | -16% | -21% | -5% | -29 | 6%
COc1cccc(C(=O)Nc2ccc(N3CCN(Cc4ccccc4)CC3)cc2)c1 | -1% | 3% | -5% | -2% | ? | -1%
Cn1c(C(=O)NC2CCCCC2)cc2c(=O)n(C)c3ccccc3c21 | ? | -9% | -10% | -9% | -27 | -6%
COc1ccc(S(=O)(=O)Nc2ccccc2C(=O)NCc2cccnc2)cc1 | -4% | -2% | -6% | 12% | -6 | 4%
CCc1cccc(NC(=O)c2cc(-c3ccccc3)n[nH]2)c1 | 0% | -7% | . | . | 46 | .
CCCCc1nnc(NC(=O)CCc2ccccc2)s1 | 5% | 4% | -17% | 13% | 8 | 5%
CCOc1ccc(NC(=O)NC(C)c2c(-n3cccc3)sc3c2CCN(CC)C3)cc1 (stereo not drawn) | 12% | -9% | . | . | -79* | .
CC(=O)c1ccc(NC(=O)CNCC(c2ccccc2)N(C)C)cc1 (stereo not drawn) | -2% | 2% | -16% | 38%[activator] | 23 | -20%
O=C(NN=C1C2CC3CC(C2)CC1C3)c1ccncc1 | -6% | -30% | -11% | 17% | -10 | -5%
O=[N+]([O-])c1ccccc1OCCCN1CCc2ccccc2C1 | ? | -14% | -3% | -1% | 111 | ?
CCOC(=O)Cc1[nH]nc2c1C(c1cc(OC)ccc1OC)C(C#N)=C(N)O2 (stereo not drawn) | -12% | -4% | -12% | 1% | ? | -6%
Cc1ccc(CNC(=O)C(C)OC(=O)c2ccco2)cc1 (stereo not drawn) | -15% | 1% | 67% | -2% | 21 | -3%
COc1cc(C2C(C(=O)c3ccc(C)o3)=C(O)C(=O)N2c2cc(C)on2)cc(OC)c1OC (stereo not drawn) | -10% | 6% | -29% | 6% | -37 | 1%
CC(C)C1N=C2c3ccccc3N=C(SCC(=O)NCCc3ccc(S(N)(=O)=O)cc3)N2C1=O (stereo not drawn) | ? | -4% | -26% | -5% | 23 | 6%
CC(=O)Nc1ccc(-c2ccnc(-c3ccc(NC(C)=O)cc3)n2)cc1 | 0% | 7% | -15% | -8% | 17 | 2%
COc1ccc(-c2cc(C(=O)OCc3ccccn3)c3ccccc3n2)cc1 | 4% | -18% | 17% | -4% | -7 | .
CCCOc1ccc(C(F)(F)F)cc1NC(=O)CCc1c(C)noc1C | ? | -2% | 47% | 14% | 0 | .
COCc1cc(=O)[nH]c(Nc2nc3ccccc3o2)n1 | -5% | 4% | -28% | 47%[activator] | 16 | 10µM*
O=C(NCCO)/C(=C/c1ccc(Br)cc1)NC(=O)c1cccs1 | 1% | 3% | -11% | 0% | -8 | 4%
O=c1cccc(-c2ccc(Br)cc2)o1 | ? | 6% | -22% | -1% | -21 | 7%
Cc1ccc(OCCN2CCN(c3nc(NCc4ccco4)c4ccccc4n3)CC2)cc1 | -4% | -17% | 1% | -19% | -22 | -15%
CCOc1ccc(NC(=O)C2(c3ccc(OC)c(OC)c3)CCCC2)cc1 | -5% | -5% | 20% | -5% | -4 | -6%
